Screening results from PubChem BioAssay.
TGFb inhibitor: qHTS for Inhibitors of TGF-b; HepG2 CAGA-GFP TGF-b/SMAD3 reporter, GFP fluorescence, 18 h; TGF-beta stimulated, 500 pg/mL final; Potency, µM (top dose mostly 46.1 µM), for inactives: at the highest dose activity, negative = inhibition, actives largely listed as inhibitors; 410,000 tested, 1.2% active; AID 588855, 2011; further: potency means the concentration at half of the fitted maximal effect; on the % scale 0 is the no-effect control and ±100 the full control effect; nearly all actives have a fitted effect of over 65% in size
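Using HEPG2 CAGA-GFP reporter cells at 1000 cells/well, we pinned test compounds, stimulated with recombinant TGF-beta (500 pg/mL final) and measured total well GFP after 18 h.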
Nrf2 inh: Nrf2 qHTS screen for inhibitors. A549 ARE-Fluc reporter, luciferase luminescence, 18-24 h. Potency, µM (series often up to 46 µM), inactives show at the highest dose activity change, negative = inhibition, usual class: inhibitors. 360,000 tested, 2.1% active. AID 504444, 2011; further: potency means the concentration at half of the fitted maximal effect; on the % scale 0 is the no-effect control and ±100 the full control effect; nearly all actives have a fitted effect of over 60% in size
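In this cell-based qHTS, ARE-driven firefly luciferase in A549 cells reports Nrf2 activity; the luminescent signal after BugLite lysis is the measured value, with a prior CellTiter-Fluor read for cell health.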
Nrf2 ARE act: qHTS of Nrf2 Activators | AREc32 ARE-luciferase reporter (MCF7-derived line), luminescence, 24 h | Potency, µM (top dose mostly 46.1 µM), inactives show at the highest dose activation, usual class: activators | AID 624171, 2012 | 410,000 tested, 0.31% active; further: potency means the concentration at half of the fitted maximal effect; % of control where 0% means no effect; nearly all actives have a fitted effect of over 65% in size
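Steps: seed AREc32_Fluc cells (1000/well, 5% FBS OPTI-MEM); incubate overnight at 37 deg C; add 23 nL compound; incubate 24 hr; add Steady-Glo; hold 30 min RT; read luminescence.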
A549 viability: Nrf2 qHTS screen for inhibitors: counterscreen for cytotoxicity; A549 ARE-Fluc cells, CellTiter-Fluor viability, 18-24 h; Potency, µM (series often up to 46 µM), inactives show at the highest dose activity change, negative = cytotoxicity, usual class: inhibitors; 390,000 tested, 0.16% active; AID 504648, 2011; further: potency means the concentration at half of the fitted maximal effect; on the % scale 0 is the no-effect control and ±100 the full control effect
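A549 ARE-Fluc cells in 5% FBS OPTI-MEM, 5000 cells/well, rested 2 h then exposed to compounds in concentration-response for 18-24 h at 37 °C. Viability by CellTiter-Fluor fluorescence (Ex 405/Em 525) after 30 min; luciferase luminescence (BugLite, 15 min, RT) read afterwards.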
MmCpn inh: Inhibitors of TCP-1 ring complex (TRiC) of Methanococcus maripaludis (MmCpn): qHTS; AID 504842, 2011; Chaperonin Mm-Cpn (Methanococcus maripaludis); Potency, µM (highest dose often 76.9 µM), for inactives: at the top dose activity, negative = inhibition, actives largely listed as inhibitors; purified Mm-Cpn ATPase, ADP Transcreener TR-FRET; 330,000 tested, 0.031% active; further: potency means the concentration at half of the fitted maximal effect; on the % scale 0 is the no-effect control and ±100 the full control effect; nearly all actives have a fitted effect of over 80% in size
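TR-FRET (320 nm excitation; 590 and 665 nm emission) reports ADP made from 10 uM ATP by 25 nM enzyme; compounds were preincubated 10 min, reaction run 30 min, both at 37°C.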
HepG2 tox: qHTS for Inhibitors of TGF-b: Cytotox Counterscreen; AID 588856, 2011; Potency, µM (highest dose often 46.1 µM), without a hit: at the top dose activity change, negative = cytotoxicity, most hits filed as cytotoxic; HepG2 CAGA-GFP viability, ATP luminescence, 18 h; 410,000 tested, 0.76% active; further: potency means the concentration at half of the fitted maximal effect; some results filed as inactive show a strong effect at the top dose
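CellTiter-Glo luminescence gave cytotoxicity after 18 hours at 37 degrees C. The cells were HepG2 CAGA-GFP in 1% FBS DMEM, stimulated with 500 pg/mL TGF-beta after compound addition. %Activity was normalised to no-cell wells (complete cell-killing) and DMSO (no toxicity), and curves were fitted and classified.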
CCT chaperon mod: High-Throughput Screening for Modulators of Cytosolic Chaperonin Activity | purified chaperonin ATPase assay, HTRF ADP detection, 30 min | AID 651819, 2012 | activity change, % (test concentration not listed), hits read low | 360,000 tested, 0.3% active; in the data active means activity change below about -30%; further: on the % scale 0 is the no-effect control and ±100 the full control effect
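Nucleotide hydrolysis assay: TRiC at 20–40 nM final (set by batch activity) with 10 uM ATP, 30 min at 37 °C, in presence of 76 uM compound. Detection by competitive ADP HTRF, 30 min ambient.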
Abeta yeast res: qHTS for compounds that reverse cellular toxicity of Amyloid beta (A-beta) peptide in yeast: Primary Screen; 410,000 tested, 0.063% active; yeast expressing A-beta42, growth rescue, OD600, 48 h; response scale: 0% DMSO, 100% iron-clioquinol control; Potency, µM (doses to about 46.1 µM), inactives show top-dose growth rescue, hits mostly activators; further: potency means the concentration at half of the fitted maximal effect; nearly all actives have a fitted effect of over 55% in size
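Yeast A-beta toxicity model in growth medium with pinned compounds, 48 h at 30 C; growth read as absorbance at 600 nm. Normalized to FeCl3/clioquinol equimolar mix (positive) and DMSO (negative).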
pAkt inh: HTS Assay for Inhibitors of Akt Phophorylation: Primary Screen; 360,000 tested, 0.32% active; Neuro2A IGF-stimulated pAkt S473 HTRF, 20 min; hits give low values; activity change, % for hits at 50 µM; in the data active means activity change below about -80%; inconclusive means mostly about -51% to -80%; further: on the % scale 0 is the no-effect control and ±100 the full control effect
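Neuro2A cells in DMEM with 0.5% FBS, overnight at 37 deg C, given compound at single 50 µM final, then IGF (6 nM final) for 20 min at 37 deg C. Lysed; phospho-Akt Ser473 by HTRF after 24 h, 665/615 ratio.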
Active calls of the source: *; i = inactive; ? = inconclusive; / = no result given; & = joins results of further samples; [ ] = remark or other dose. Unless noted, the call rests on the fitted dose curve; in most records, active means well fitted curve in the direction sought with a large enough effect; inconclusive means small, poorly fitted or top-dose-only effect, or another doubt; inactive means no such curve, though single readings can be large; an effect the other way counts as inactive or inconclusive.

Results follow in this order: TGFb inhibitor	Nrf2 inh	Nrf2 ARE act	A549 viability	MmCpn inh	HepG2 tox	CCT chaperon mod	Abeta yeast res	pAkt inh
CC1CC(C)(C)Nc2ccc(N=O)cc21 (centres undefined)
    ?	?	-0.6%	-19%	-6%	-7%	-1.6	-60%[inhibitor]	i
O=C(Nn1cnc2ccccc2c1=O)c1ccccc1[N+](=O)[O-]
    ?	4%	-0.5%	3%	2%	3%	-0.1	-7%	i
CCN1CCN(C(=O)c2cc3c(=O)oc4ccc(C)cc4c3s2)CC1
    5%	12%	0.3%	11%	2%	-13%	-3.0	-13%	i
COc1ccc(CCNC(=O)CCS(=O)(=O)c2cc3c(cc2Cl)NC(=O)CO3)cc1OC
    10%	?	-1.7%	10%	/	-2%	/	-15%	/
COc1ccccc1OCCSc1nc2ccc([N+](=O)[O-])cc2s1
    ?	7%	9.1%[9.22 µM]	22%	-1%	-23%	0.0	12%	i
COc1ccc(S(=O)(=O)N(C)c2ccc(C(=O)N3CCOCC3)cc2)cc1
    7%	2%	3.8%	-1%	2%	1%	-0.6	-1%	i
COc1ccc(C(=O)N/C(=C\c2ccc(OC)c(OC)c2)C(=O)N2CCCCC2)cc1
    -7%	-13%	-0.1%	-14%	0%	-20%	-1.9	-2%	i
Cc1cccc(CSc2ncc(Cl)c(C(=O)Nc3sc4c(c3C(N)=O)CCCC4)n2)c1
    ?	29%	0.1%	0%	/	0%	/	-12%	/
Cn1c(SCc2ccccn2)nnc1-c1ccncc1
    -13%	10%	-0.4%	-5%	-1%	1%	-0.7	15%	i
CC1SCC(NC(=O)c2ccccc2Cl)CS1 (centres undefined)
    -5%	?	-0.3%	3%	-3%	-23%	-2.8	18%	i
CCCCOc1ccc(-c2c(C(=O)Nc3ccccc3)c(C)[nH]c(=S)c2C#N)cc1
    -1%	-2%	3.0%	2%	-12%	3%	0.7	-28%	i
CCOc1ccc(NC(=O)CSc2ccc(-c3ccccn3)nn2)cc1
    -1%	-7%	0.0%	1%	-26%	-5%	-2.1	-23%	i
COc1ccc(C)cc1NC(=O)Cn1c(=O)nc(-c2ccccc2F)c2cc(Cl)ccc21
    10%	/	3.2%	-19%	/	13%	/	-6%	/
CSc1cccc(NC(=O)CN(C)S(=O)(=O)c2ccc(C)cc2)c1
    ?	?	2.3%	-10%	3%	1%	1.3	-6%	/
CC(=O)Nc1ccc(CN2CCN(C3CCCC3)C(CCO)C2)cc1 (centres undefined)
    -2%	7%	0.2%	8%	-1%	-1%	-5.1	-3%	i
N#Cc1ccccc1
    1%	-2%	2.7%	1%	-1%	-6%	-3.1	?	/
COc1ccccc1COC(=O)CN1C(=O)NC2(CCCCC2C)C1=O (centres undefined)
    2%	0%	0.1%	-1%	0%	-11%	0.3	0%	i
Cc1ccnc(NS(=O)(=O)c2ccc(NC(=O)C(C)(C)C)cc2)n1
    1%	-20%	0.2%	1%	1%	-3%	-0.8	-10%	i
O=C(CCS(=O)(=O)c1ccccc1)N1CCCc2ccccc21
    -10%	1%	6.1%	0%	-1%	-20%	-0.1	5%	i
COc1ccc(Cl)c2sc(N3CCN(C(C)=O)CC3)nc12
    6%	-17%	4.7%	-1%	2%	1%	-0.4	7%	i
Oc1[nH]c2ccccc2c1/C=N/c1nccs1
    0%	?	20%	-13%	0%	-2%	2.3	-15%	i
CCOc1ccccc1CNC(=O)c1cc(-c2ccc(Cl)s2)nc2ccccc12
    -18%	-1%	-0.6%	-5%	/	5%	/	24%	/
Clc1cc(Br)ccc1OCCn1ccnc1
    0%	7%	-0.2%	-3%	2%	-17%	-0.5	5%	i
CCN1C(=O)c2ccccc2Sc2ccc(C(=O)NCCC(C)C)cc21
    0%	?	1.6%	-29%	-2%	-7%	0.8	18%	i
NC(Cc1ccc2nsnc2c1)C(=O)O (centres undefined)
    1%	20%	0.2%	-2%	/	1%	-1.8	1%	i
CCOc1ccccc1NC(=S)N1C2CCC1CC(NC(=O)NC13CC4CC(CC(C4)C1)C3)C2 (centres undefined)
    -4%	6%	1.9%	-2%	0%	-8%	1.1	8%	/
CCc1ccc(C(O)c2ncc(-c3ccc(Cl)cc3)[nH]2)cc1 (centres undefined)
    -1%	/	0.9%	/	/	-41%	2.1	-15%	i
Cc1cccc(NC(=O)Nc2cccc(C)n2)n1
    1%	-2%	21%	0%	-2%	-22%	-1.2	11%	i
O=C(NC(=S)N1CCN(c2ccc(Cl)cc2[N+](=O)[O-])CC1)c1cccs1
    ?	-7%	26%	-15%	2%	-25%	2.7	15%	i
CCN(C(=O)c1cccc(S(=O)(=O)N(C)C)c1)C12CC3CC(CC(C3)C1)C2
    -3%	21µM*	-0.2%	-15%	1%	-12%	1.8	-9%	i

The final 2 records of the part before are carried over, then new ones follow:
Results follow in this order: TGFb inhibitor	Nrf2 inh	Nrf2 ARE act	A549 viability	MmCpn inh	HepG2 tox	CCT chaperon mod	Abeta yeast res	pAkt inh
O=C(NC(=S)N1CCN(c2ccc(Cl)cc2[N+](=O)[O-])CC1)c1cccs1
    ?	-7%	26%	-15%	2%	-25%	2.7	15%	i
CCN(C(=O)c1cccc(S(=O)(=O)N(C)C)c1)C12CC3CC(CC(C3)C1)C2
    -3%	21µM*	-0.2%	-15%	1%	-12%	1.8	-9%	i
Cc1ccc(C(=O)C2=C(O)C(=O)N(Cc3ccco3)C2c2ccc(N(C)C)cc2)o1 (centres undefined)
    10%	-9%	0.5%	-14%	-1%	3%	1.5	?	i
CCOC1=C2[C@H](c3cccc(Cl)c3)N(S(=O)(=O)c3ccc(C)cc3)C[C@H]2n2c(=O)n(-c3ccccc3)c(=O)n2C1
    -22%	/	0.5%	/	/	-2%	-0.5	-10%	i
Cc1ncc2c(n1)NC(=O)NC2
    -6%	-1%	-0.5%	-6%	/	6%	-4.2	-3%	i
COc1ccc(C(=O)C2CCCN(C(=O)C3CCOCC3)C2)c(C)c1 (centres undefined)
    1%	-1%	-0.7%	0%	2%	-6%	-1.5	0%	i
COc1ccccc1-n1cc([C@@H]2C[C@H]3CN(c4ccccc4)C(=O)[C@]34CCCN24)cn1
    5µM*	/	2.9%	?	-1%	0%	-4.4	-19%	i
CC1(C)Cc2nc3oc4c(=S)nc[nH]c4c3cc2CO1
    -13%	19%	2.5%	/	-4%	1%	2.4	12%	i
CCOC(=O)c1c2c([nH]c(=S)c1C#N)CCCC2
    12%	3%	4.2%	1%	-1%	-16%	-1.9	30%	i
CCc1ccc2[nH]c(=O)c(C(c3nnnn3Cc3ccco3)N3CCC(C)CC3)cc2c1 (centres undefined)
    -14%	?	-0.7%	?	1%	-1%	-0.4	16%	i
O=C1c2cccc(OCc3ccc(F)cc3)c2CCN1Cc1ccc(F)cc1
    6.3µM*	16µM*	-0.4%	-5%	-2%	-29%	-2.0	11%	i
CC(=O)c1ccc(NC(=O)c2ccc(N3CCCC3=O)cc2)cc1
    -11%	-24%	-0.7%	-1%	-15%	-2%	-1.1	1%	i
Oc1c(CN2CCCCC2)ccc2cccnc12
    ?	6%	-1.1%	3%	/	-31%	1.5	-12%	i
Cc1cccc(CN2CCc3c(OCC(=O)NCc4ccco4)cccc3C2=O)c1
    ?	9%	2.8%	2%	0%	-14%	-3.8	9%	i
Cc1ccc(S(=O)(=O)N2CCC3(CC2)OCCO3)cc1
    5%	9%	1.4%	1%	2%	-2%	-6.7	0%	i
COc1cccc(CNCCNC(=O)c2nonc2N)c1
    -1%&-18%	2%&15%	0.4%&0.4%	-3%&-5%	2%	-5%&-30%	-0.1	-13%&-14%	i
COc1ccc(OC)c(Nc2ncnc3c2cnn3-c2cccc(Cl)c2)c1
    2%	/	23%	-9%	/	-18%	/	1%	/
C=CCNC(=S)Nc1ccc(Cl)cc1
    20%	-10%	0.2%	12%	-1%	-1%	-0.4	20%	i
Cc1nccn1CCOc1ccccc1Cl
    19%	-1%	-0.7%	5%	2%	-22%	-4.2	4%	i
CCN(CC)c1nc(-c2ccccc2)nc2c1sc(=S)n2CC
    -4%	19%	-0.9%	3%	0%	0%	-6.4	11%	i
COc1ccc(C2c3cc(OC)c(OC)cc3CCN2S(C)(=O)=O)cc1OC (centres undefined)
    16%	-14%	-0.6%	-13%	1%	6%	-3.9	3%	i
c1cncc(N=c2scc(-c3cccc4ccccc34)n2CCCn2ccnc2)c1
    -11%	-28%	3.0%	-14%	-3%	-48%	1.7	17%	i
N#Cc1c(NC(=O)C2CCCO2)sc2c1CCCCCC2 (centres undefined)
    -8%	13%	26%	0%	?	4%	-4.3	-11%	i
COc1cc(OC)c2c3c(c(C4CCCCC4)nc2c1)CCCC3
    53%[activator]	20%	0.8%	-5%	/	50%	-0.1	-8%	i
N#CCCN(Cc1cccnc1)C(=O)Nc1ccccc1
    17%	-12%	-0.6%	4%	0%	-32%	-0.8	-4%	i
CNC(=O)COC(=O)c1cccc(S(=O)(=O)N2CCN(c3ccc(F)cc3)CC2)c1
    0%	0%	-0.5%	0%	2%	-53%	-1.4	14%	i
Cc1ccc(-c2cc(C(=O)N/N=C/c3ccccc3)n[nH]2)o1
    -4%	14%	0.7%	2%	3%	-23%	-1.1	0%	i
